# Rad51 HR inh – human RAD51 strand exchange inhibitors, primary screen, biochemical, fluorescence; AID 1385, 2008; hRad51 DNA strand exchange, fluorescence dequenching; inhibition, % at 10 µM; actives 0.085% (n = 200,000);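 active = inhibition above 40% at the single screening dose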;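 also: 0% = DMSO control wells and 100% = blanks with heterologous ssDNA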
#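 Test system – preformed human Rad51 ssDNA filaments · Reagent – Donor/quencher-labelled 47-bp dsDNA substrate · Incubation – 37 °C 15-min filament assembly, 30-min compound preincubation, 15-min exchange · Signal – FRET fluorescence dequenching, excitation 485 nm, emission 520 nm · Read-out – percent inhibition from fluorescence, normalised to plate control and blank means · Benchmarks – plate control and blank wells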
# MDM2 E3 inh – MDM2-luciferase reporter signal enhancers, primary screen, MDM2 E3 ligase inhibitor project, cell-based, luminescence, 1536-well; E3 ubiquitin-protein ligase Mdm2 (Homo sapiens), Q00987; actives 0.11% (n = 210,000); signal enhancement, % at 5 µM; AID 1230, 2008; cell-based MDM2 ubiquitination luciferase reporter, 2 h; 0 = plate control, 100 = twice control, blank-subtracted;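 active = signal enhancement of 30% or more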;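 also: luminescence tracks abundance of the self-degrading MDM2-luciferase fusion protein; higher signal means inhibition of MDM2 E3 ligase activity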
#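 Test system: stable mammalian line carrying autodegrading MDM2–luciferase fusion reporter; quantity: 2000 cells in each well; times: 4 h cell settling then 2 h compound exposure, 37 °C; detection: luminescence with SteadyLite reagent, 15 min at room temperature; evaluation: percent signal gain over controls, blank-subtracted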
# KLK5 inh – human KLK5 protease inhibitors, primary screen, biochemical, 1536-well; Kallikrein-5 (Homo sapiens), Q9Y337; recombinant hK5, fluorogenic AMC substrate cleavage; inhibition, % at 5 µM; actives 0.59% (n = 210,000);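 active = inhibition of 40% or more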;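 also: 0% = enzyme controls without compound and 100% = no-enzyme blanks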
# Target sequence (Q9Y337 67-293 limits assumed): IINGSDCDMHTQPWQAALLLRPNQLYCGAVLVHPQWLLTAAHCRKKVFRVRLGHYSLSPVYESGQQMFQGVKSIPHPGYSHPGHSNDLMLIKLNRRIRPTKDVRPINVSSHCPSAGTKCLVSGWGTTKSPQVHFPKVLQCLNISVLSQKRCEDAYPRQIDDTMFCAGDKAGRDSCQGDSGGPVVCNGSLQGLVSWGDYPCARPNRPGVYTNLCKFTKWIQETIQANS
# p97 inhibitor – inhibitors of human p97 ATPase, primary screen, biochemical; Transitional endoplasmic reticulum ATPase (Homo sapiens), P55072; recombinant p97 ATPase, Kinase-Glo ATP luminescence, 3 h; inhibition, % at 8 µM; actives 0.42% (n = 220,000); in the data active = inhibition above about 15%;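 also: 0% = DMSO vehicle and 100% = wells lacking enzyme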
# Target sequence (P55072 whole entry, looked up): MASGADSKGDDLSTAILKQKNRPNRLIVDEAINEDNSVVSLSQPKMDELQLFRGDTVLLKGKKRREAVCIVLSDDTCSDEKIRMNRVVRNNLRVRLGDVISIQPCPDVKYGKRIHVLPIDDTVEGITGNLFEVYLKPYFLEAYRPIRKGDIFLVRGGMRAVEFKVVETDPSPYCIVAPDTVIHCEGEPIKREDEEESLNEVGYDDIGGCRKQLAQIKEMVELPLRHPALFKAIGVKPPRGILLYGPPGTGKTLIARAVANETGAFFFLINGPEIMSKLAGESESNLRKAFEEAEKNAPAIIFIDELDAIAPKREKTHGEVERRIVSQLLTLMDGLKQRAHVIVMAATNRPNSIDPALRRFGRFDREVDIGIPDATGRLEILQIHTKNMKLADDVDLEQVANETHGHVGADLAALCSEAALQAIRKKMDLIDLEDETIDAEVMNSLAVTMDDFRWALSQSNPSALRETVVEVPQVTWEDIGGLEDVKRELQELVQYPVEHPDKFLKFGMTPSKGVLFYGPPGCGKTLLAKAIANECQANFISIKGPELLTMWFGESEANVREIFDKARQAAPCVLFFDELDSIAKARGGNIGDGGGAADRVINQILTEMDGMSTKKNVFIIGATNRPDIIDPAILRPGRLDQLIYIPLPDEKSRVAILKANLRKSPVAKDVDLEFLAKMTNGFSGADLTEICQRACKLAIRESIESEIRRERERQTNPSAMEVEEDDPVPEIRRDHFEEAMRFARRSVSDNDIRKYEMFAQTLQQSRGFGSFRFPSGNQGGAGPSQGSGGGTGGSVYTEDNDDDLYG
# eIF4E 4G PPI – eIF4E–eIF4G protein interaction inhibitors, primary screen, biochemical, uHTS, TR-FRET, eIF4GI fragment | inhibition, % at 21.7 µM | AID 782, 2007 | actives 0.37% (n = 220,000) | Eukaryotic translation initiation factor 4E (Mus musculus) + Eukaryotic translation … | TR-FRET eIF4E-eIF4GI(517-606) binding, 2 h;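 active = inhibition above about 30%, limit read from the data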;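 also: 0% = full FRET control wells and 100% = background wells lacking eIF4GI fragment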
# FXIa inh – human FXIa protease inhibitors, primary screen, biochemical, 1536-well | AID 798, 2007 | actives 0.14% (n = 220,000) | purified FXIa, Boc-Glu-Ala-Arg-AMC fluorogenic substrate | inhibition, % at 5 µM;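 active = inhibition of at least 40%; inactive = inhibition below 40%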;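 also: fluorescence of freed AMC excited at 355 nm; 0% = enzyme without compound and 100% = no enzyme blank; many of its hits are not listed in these tables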
# FXIIa inh – human FXIIa protease inhibitors, primary screen, biochemical, 1536-well | Coagulation factor XII (Homo sapiens), P00748 | purified FXIIa, Boc-QGR-AMC fluorogenic substrate, 2 h | inhibition, % at 5 µM | actives 0.3% (n = 220,000); in the data active = inhibition above about 40%;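 also: 0% = enzyme with no compound and 100% = blank without enzyme; many of its hits are not listed in these tables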
# 14-3-3 Bad inh – inhibitors of 14-3-3 zeta/Bad binding, primary screen, biochemical, TR-FRET, bovine 14-3-3 zeta | 14-3-3 protein zeta/delta (Bos taurus), P63103 | TR-FRET 14-3-3zeta/Dy647-pBad peptide displacement, 1 h | inhibition, % at 21.7 µM | actives 0.71% (n = 220,000);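 active = inhibition above about 70%, limit read from the data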;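 also: 0% = full 14-3-3 plus peptide FRET controls and 100% = background without 14-3-3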
# Wee1 stabilizer – Wee1 degradation inhibitors, primary screen, cell-based, HeLa, Wee1K328M-luciferase, luminescence. HeLa Luc-Wee1K328M stability; 100% = proteasome inhibitor MG132 effect. reporter increase, % at 5 µM. actives 1.2% (n = 220,000);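 active = activation above the mean of all tested compounds plus 3 SD, set per screening run, cut at about 8.8% in these data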;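 also: cells exposed to compound for 20 h before luminescence read; 0% = DMSO alone and 100% = MG132 at 30 µM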
# An asterisk follows results filed as active; / = not tested or not shown; [ ] = another dose, or the depositor's remark.
SMILES,Rad51 HR inh,MDM2 E3 inh,KLK5 inh,p97 inhibitor,eIF4E 4G PPI,FXIa inh,FXIIa inh,14-3-3 Bad inh,Wee1 stabilizer
Cc1cccc(C)c1NC(=O)N1CCC(c2nc3ccccc3o2)CC1,7,-6,-19,-3,-1,9,22,-4,-2
CCc1ccc(OCCOCC(O)CN2CCN(Cc3ccc(Cl)cc3)CC2)cc1 (configuration not stated),/,-15,-10,-3,-2,9,12,45,-3
CCCC(=O)n1nc(-c2cccnc2)nc1NCc1ccccc1,6,14,2,5,0,-2,10,-10,-1
Cc1ccc(NC(=O)C[n+]2ccccc2)cc1[N+](=O)[O-],4,-31,10,6,-1,1,15,-4,-2
O=C(COc1ccc2ccc(=O)oc2c1)Nc1ccc(N2CCOCC2)cc1,1,16,-11,6,5[fluorescence artefact?],14,9,8,-3
O=S(=O)(c1ccc(Oc2ccc3oc4ccccc4c3c2)nc1)N1CCCC1,-7,-2,-3,3,1[fluorescence artefact?],-8,-3,-2[fluorescence artefact?],2
Cc1ccc(NC(=O)C(C)c2ccc(-c3ccccc3)c(F)c2)cc1 (configuration not stated),-2,-14,2,0,-3,10,18,8,0
COc1ccc(/C=C2\SC(=S)N(C(C(=O)O)c3ccccc3)C2=O)c(OC)c1 (configuration not stated),-16,-86,1,-4,2,3,4,4,1
Cc1cc(C(=O)COC(=O)Cc2n[nH]c(=O)c3ccccc23)c(C)n1-c1ccc2c(c1)OCCO2,-9,-11,0,-1,-5,-1,-2,8,5
Cc1ccccc1/C(N)=N/O,-3,-23,5,5,0,20,18,13,4
Cc1ccc(Nc2ccc(C(=O)N3CCCC3)cn2)c(C)c1,2,2,-5,2,3,5,13,5,0
Cc1cc2nc(N)sc2cc1C,5,-14,-17,-1,7,-13,3,-4,3

# At a glance, 3 of the compounds above:
SMILES,Rad51 HR inh,MDM2 E3 inh,KLK5 inh,p97 inhibitor,eIF4E 4G PPI,FXIa inh,FXIIa inh,14-3-3 Bad inh,Wee1 stabilizer
Cc1ccccc1/C(N)=N/O,-3,-23,5,5,0,20,18,13,4
Cc1ccc(Nc2ccc(C(=O)N3CCCC3)cn2)c(C)c1,2,2,-5,2,3,5,13,5,0
Cc1cc2nc(N)sc2cc1C,5,-14,-17,-1,7,-13,3,-4,3

# (list continues)
SMILES,Rad51 HR inh,MDM2 E3 inh,KLK5 inh,p97 inhibitor,eIF4E 4G PPI,FXIa inh,FXIIa inh,14-3-3 Bad inh,Wee1 stabilizer
NC(=O)CSc1oc(-c2ccc(F)cc2)nc1S(=O)(=O)c1ccccc1,2,-11,-7,5,-3,-6,8,-18,-2
O=C1OCc2cccc([N+](=O)[O-])c21,-12,-2,-1,2,3,5,15,3,0
COC(=O)c1sccc1S(=O)(=O)Nc1ccc(C)cc1,14,-8,1,4,1,12,5,-4,2
CC(=O)c1cccc(NC(=S)NC(=O)c2ccccc2)c1,/,-7,-5,2,-2,5,9,-2,0
Cc1ccc(C)c(OCC(=O)NCCNC(=O)COc2cc(C)ccc2C)c1,5,11,-14,-11,-1,-6,0,-7,-1
CCOC(=O)N1CCN(S(=O)(=O)c2cc(C)c(C)cc2C)CC1,5,5,2,1,-1,-2,5,3,3
OCCOCCNc1ncnc2sc(-c3ccccc3)cc12,-18,-6,-6,-8,0[fluorescence artefact?],5,15,7,-2
COc1ccc(N2C(=O)C3C(c4ccc(C(=O)O)cc4)NC(Cc4ccccc4)(C(=O)O)C3C2=O)c([N+](=O)[O-])c1 (configuration not stated),0,-8,-24,0,-2,-6,-9,3,-1
CSc1nsc(/C=C/Nc2cccc(Cl)c2)c1C#N,-33,-12,-11,-2,2,4,11,28[fluorescence artefact?],4
CCN1CCCC1CN(Cc1cc2ccc(C)cc2[nH]c1=O)C(=S)Nc1ccccc1OC (configuration not stated),/,0,-6,0,3,8,7,17,1
CC(=O)Nc1ccc(/C=C2\Sc3ccccc3C2=O)cc1,-4,-15,3,-5,1,3,5,9,0
COCCCN1C(=O)C(=O)/C(=C(/O)c2ccc(OC(C)C)cc2)C1c1ccncc1 (configuration not stated),4,-2,-21,4,-9[fluorescence artefact?],7,17,-10[fluorescence artefact?],0

# Part of the list above, limited to FXIa inh:
Molecule,FXIa inh
CSc1nsc(/C=C/Nc2cccc(Cl)c2)c1C#N,4
CCN1CCCC1CN(Cc1cc2ccc(C)cc2[nH]c1=O)C(=S)Nc1ccccc1OC (configuration not stated),8

# Look-ups from above:
# `COc1ccc(N2C(=O)C3C(c4ccc(C(=O)O)cc4)NC(Cc4ccccc4)(C(=O)O)C3C2=O)c([N+](=O)[O-])c1` (configuration not stated) | Wee1 stabilizer: -1
# `CCc1ccc(OCCOCC(O)CN2CCN(Cc3ccc(Cl)cc3)CC2)cc1` (configuration not stated) | 14-3-3 Bad inh: 45
# `CCOC(=O)N1CCN(S(=O)(=O)c2cc(C)c(C)cc2C)CC1` | FXIa inh: -2
# `Cc1ccc(NC(=O)C[n+]2ccccc2)cc1[N+](=O)[O-]` | 14-3-3 Bad inh: -4
# `COC(=O)c1sccc1S(=O)(=O)Nc1ccc(C)cc1` | FXIa inh: 12
# `CSc1nsc(/C=C/Nc2cccc(Cl)c2)c1C#N` | Wee1 stabilizer: 4
# `Cc1ccc(Nc2ccc(C(=O)N3CCCC3)cn2)c(C)c1` | MDM2 E3 inh: 2

# More entries follow.
SMILES,Rad51 HR inh,MDM2 E3 inh,KLK5 inh,p97 inhibitor,eIF4E 4G PPI,FXIa inh,FXIIa inh,14-3-3 Bad inh,Wee1 stabilizer
C=C1SC(=Nc2c(C)cccc2Cl)N(C(=O)c2sc3ccccc3c2Cl)C12CCCCC2,-4,-6,1,1,-17,1,11,-8,1
CC1CCCCN1C(=S)NCc1ccco1 (configuration not stated),2,-6,-4,3,-1,-3,3,-26,-1
CCOC(=O)c1[nH]c(C)c(C(=O)O)c1C,2,-3,-9,4,2[fluorescence artefact?],0,-11,0[fluorescence artefact?],-1
CCCCCCCCNC(=O)/C(C#N)=C/c1ccccc1[N+](=O)[O-],3,-10,-11,2,-1,3,11,-3,-2
COC(=O)c1cc(OC)nc2c1c(=O)n(C)c(=O)n2C,-2,14,-8,-1,-3[fluorescence artefact?],1,-2,-15,-3
Cc1ccc(P(=O)(CO)c2ccc(C)cc2)cc1,-6,-10,-19,-2,-8[fluorescence artefact?],-5,10,6,1
O=C(COc1ncnc2ccccc12)NCC1CCCO1 (configuration not stated),-8,-5,3,-1,2,4,11,42,-3
O=C1CSC(=S)N1N1C(=O)c2cccc([N+](=O)[O-])c2C1=O,16,-2,-24,2,-1,-5,-3,14,0
CCC(C(=O)Nc1nccs1)(C(F)(F)F)C(F)(F)F,5,-5,2,0,-4,-12,-9,1[fluorescence artefact?],-2
COc1ccc(C(=O)OCC(=O)Nc2cc(C)on2)cc1S(=O)(=O)N1CCOCC1,7,-14,0,1,1[fluorescence artefact?],2,-7,8,-2
Cc1nc(C)n(CC(O)COc2ccc3cc(Br)ccc3c2)n1 (configuration not stated),-2,-16,-21,3,-8,-13,6,-5,1
O=C(CS(=O)(=O)c1cn(Cc2ccc(Cl)cc2)c2ccccc12)N1CCOCC1,10,-24,47*,2,1,22,45*,-9,7

# KLK5 inh, hit marks shown above
mol	MDM2 E3 inh	KLK5 inh	p97 inhibitor	eIF4E 4G PPI	FXIa inh	FXIIa inh	14-3-3 Bad inh	Wee1 stabilizer
O=C(CS(=O)(=O)c1cn(Cc2ccc(Cl)cc2)c2ccccc12)N1CCOCC1	-24	47*	2	1	22	45*	-9	7

# More entries follow:
SMILES,Rad51 HR inh,MDM2 E3 inh,KLK5 inh,p97 inhibitor,eIF4E 4G PPI,FXIa inh,FXIIa inh,14-3-3 Bad inh,Wee1 stabilizer
COCCn1c(SCC(=O)Nc2ccccc2)nc2c1c(=O)[nH]c(=O)n2C,-5,-12,-5,6,-1,2,12,7,1
O=C(Nc1ccon1)c1cccc(S(=O)(=O)N2CCCC2)c1,-7,-2,7,3,8,2,14,7,29*
O=C1/C(=C/c2cccs2)SC(=S)N1NS(=O)(=O)c1ccccc1,1,-10,8,-1,0,-4,6,2,5
C=CCSc1nnc(-c2cc3c(C(F)(F)F)nn(C)c3s2)n1C,4,-19,-16,0,3,4,12,-17,2
CC(=O)Nc1cc(C(=O)N(C)Cc2ccco2)ccc1Sc1ccc(C)cc1,-2,-9,0,1,-2,-1,10,-5,-2
O=C(c1cccs1)N1CCCC(c2ccccc2)C1 (configuration not stated),3,0,-6,-2,8,-4,13,-4,2
O=C(O)CC(NC(=O)c1ccccc1NC(=O)c1ccccc1)C(=O)O (configuration not stated),4,-8,15,2,-3,1,13,6[fluorescence artefact?],0
CC(=O)Nc1ccc(C(=O)Cn2c3[n+](c4c(F)c(F)ccc42)CCCCC3)cc1,3,-4,-14,1,4,-2,6,13,-3
O=c1cc(CSc2nnc(-c3ccccc3)o2)c2ccccc2[nH]1,3,-4,2,-4,-4,-1,4,14,4
O=C(CSc1nc(O)c(C2CCCCC2)c(=O)[nH]1)N1CCOCC1,5,2,6,5,-4,1,14,-6,-4
C=CCNc1ncnc2c1cnn2-c1ccc(C)cc1C,-2,-17,-8,-1,5,-5,3,3[fluorescence artefact?],0
NNc1ccccc1C(F)(F)F,-4,-8,9,2,3,-4,3,-6,-1
CCOC(=O)C1CCN(C(=O)COC(=O)COc2ccccc2OC)CC1,-2,5,1,4,1,-24,7,5,-1
O=[N+]([O-])c1ccccc1S(=O)(=O)NC1CCCC1,-7,-11,6,-3,1,1,12,14,0
C/C(Cl)=C\Cn1c(O)c(N=NC(N)=S)c2ccccc21,-10,-7,6,6,-7,1,8,-29,-1
Cc1ccc2nc(C3CCCN(C(=O)NCc4ccccc4)C3)[nH]c2c1 (configuration not stated),/,-14,18,1,-1,0,17,0,1
N#Cc1cccc(CSc2nnc(CCCO)n2-c2ccccc2)c1,6,/,-1,-2,10[fluorescence artefact?],-2,5,-10,-1
CCOc1cc(N2CCOCC2)c(OCC)cc1NC(=O)COC(=O)c1cc(C)cc(C)c1,-3,-9,-5,-2,2,-1,3,-5[fluorescence artefact?],-3
CCCn1c2ccccc2c2nnc(SCC(=O)Nc3c(C)n(C)n(-c4ccccc4)c3=O)nc21,/,12,-3,6,3,3,9,-23,2
Cc1[nH]c2ccccc2c1C(C[N+](=O)[O-])c1cccs1 (configuration not stated),8,-3,-2,3,1,4,12,-3,-2

# Compounds as they come (roughly 3.5% active in at least one column).
